High-throughput results from PubChem BioAssay.
WT yeast gro inh = growth inhibition of WT yeast, mitochondrial fusion screen | mitochondrial fusion phenotypic screen, WT strain | inhibition, % at 10 µM | 190,000 tested, 2.1% active; in the data active = inhibition above about 58%; tested in S. cerevisiae
Yfh1-off respiration = mitochondrial function rescue without frataxin homolog – Friedreich's ataxia, plus single-dose screen, dose response (AID 1465); S. cerevisiae Yfh1-off respiration, WST-1 reduction, 72 h; higher fold induction means a stronger effect; one-dose fold induction at 50 µM; EC50 in µM for titrated hits; 220,000 tested, 0.074% active;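 active = fold induction of absorbance versus untreated yeast above a set limit, then at least 30% activation at any dose in follow-up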;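 note: activators that raise dye reduction in frataxin-depleted yeast; strong numbers were not always called active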
Autophagy mod = alters autophagy in cells; 190,000 tested, 0.98% active; calls only at 10 µM (by protocol); MEF GFP-LC3 puncta imaging; test concentration mostly 10 µM;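 active = percentage of spot-positive cells more than 3 SD above its plate mean, without a fluorescence outlier flag or 80% toxicity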;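 note: spot-positive cell cutoff set from DMSO-treated cells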
Insulin prom up = MIN6 insulin promoter up-regulation. AID 1625. MIN6 insulin promoter-GFP reporter, high-content imaging; hits give high values. 190,000 tested, 0.3% active. z-score at 5 µM;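 active = z-score above 3 at 5 µM with at least 500 cells counted in the well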
PMI inhibitors = inhibitors of human PMI, primary screen, biochemical, fluorescence intensity, coupled assay (AID 1209) | 190,000 tested, 0.42% active | purified PMI enzyme, coupled fluorescence intensity; higher % means a stronger effect | one-dose inhibition, % at 20 µM; IC50 in µM for titrated hits;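 note: plate controls were DMSO vehicle for no effect and wells lacking substrate for full effect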
Dynein cargo inh = blocks dynein driven cargo transport along microtubules; 3617.4 mouse cells, GR-EGFP nuclear translocation imaging; test concentration mostly 20 µM; stimulated with dexamethasone, 1 µM; hits give low values; z-score, hits read low; 220,000 tested, 0.47% active;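 active = plate z-score of nuclear minus cytoplasmic receptor signal below a set negative limit, without overly bright fluorescence or cell loss, cut at about -3.5 in these data, passing the limit was not always enough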;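 note: z-score of nuclear minus cytoplasmic ring GR-EGFP intensity difference per well; some compounds called inactive have numbers as strong as hits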
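Buffer or medium: Induction medium lacking tetracycline, stripped serum | Also added: Dexamethasone agonist, 1.0 µM final, for 30 min | Timing: 48 h induction, 1 h compound, 30 min dex at 37 °C | Detection: Formaldehyde fixation, Hoechst nuclear stain, 10x automated fluorescence imaging | Measure: Nuclear versus cytoplasmic GR-EGFP signal, averaged per well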
bCat nuc transl = beta-catenin nuclear translocation modulation. 190,000 tested, 0.3% active. nuclear translocation activity, % at 5 µM. HeLa beta-catenin nuclear translocation, immunofluorescence imaging. AID 1665;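 active = nuclear translocation activity above 50% at 5 µM, with a well cell count of 50 or more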;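 note: per-cell ratio of nuclear to cytoplasmic median beta-catenin stain intensity; plate controls were DMSO negative control for no effect and GSK-3 inhibitor IX positive control for full effect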
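Test system: HeLa cells, endogenous beta-catenin; Compound: single 5 µM dose plus 0.02–20 µM confirmation series; Times: compound exposure 24 h at 37°C; Signal: fluorescence imaging of beta-catenin antibody stain plus DAPI; Read-out: % activation, nuclear-to-cytoplasmic median beta-catenin signal ratio per cell.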
MT stabilizer = microtubule stabilization, imaging screen | HeLa tubulin immunostaining HCS, 24 h; share of cells brighter than vehicle mean+2SD | % tubulin-high responders, % at 10 µM | 200,000 tested, 0.83% active;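 active = plate Z-score above 3 for both tubulin-high and condensed-nucleus cell shares, with cell loss under 80%, at 10 µM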;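 note: anti alpha tubulin signal scored within the nucleus-defined area of each cell; some results filed as inactive read as strong as hits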
PMI inhibition = human PMI inhibitors, high substrate, primary screen, biochemical, fluorescence intensity, high mannose 6-phosphate (AID 1220); recombinant PMI enzyme, coupled fluorescence intensity; higher % means a stronger effect; inhibition, % at 20 µM; hits with a dose series show IC50 in µM; 190,000 tested, 0.66% active
WT yeast gro inh mutant strain = further read-out of WT yeast gro inh, marked with its call; inhibition, %; mitochondrial fusion phenotypic screen, mutant strain inhibition
Dynein cargo inh cytoplasmic EGFP = also measured in Dynein cargo inh; calls as there; z-score; measured here: cytoplasmic GR-EGFP intensity; hits give high values
Dynein cargo inh nuclear GR-EGFP = second read-out of Dynein cargo inh, no call of its own (marks repeat the call); z-score; measured here: nuclear GR-EGFP intensity;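 lower value marks the stronger effect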
Dynein cargo inh cell count = second read-out of Dynein cargo inh, no call of its own (marks repeat the call); z-score; measured here: cell count per field
Insulin prom up cell count = further read-out of Insulin prom up, marked with its call; cell count; measured here: cytotoxicity, nuclei count;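 total cells summed across four imaged fields per well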
bCat nuc transl cell count 5 µM = second read-out of bCat nuc transl, no call of its own (marks repeat the call); cell count; measured here: cell count, cytotoxicity flag
MT stabilizer Hoechst-high % = recorded beside MT stabilizer, whose call it bears; % Hoechst-high responders; measured here: nuclear condensation Hoechst responders;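 share of cells brighter than vehicle mean plus two SD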
MT stabilizer cytotoxicity % = recorded beside MT stabilizer, whose call it bears; toxicity, %; measured here: cytotoxicity by cell density;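 0% = mean cell density of plate MIN control wells and 100% = no cells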
Autophagy mod cell loss 18 h = recorded beside Autophagy mod, whose call it bears; toxicity, %; measured here: cell loss, nuclei count;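 cell loss after 18 h compound exposure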
* hit, by the source's call. Cut-off read from the data, not from the text of the source, unless noted: active = inhibition above about 50%; inactive = the rest.

Results for O=C(CNS(=O)(=O)c1ccccc1)Nc1ccc2c(c1)OCO2 ?
WT yeast gro inh: 3.8; Yfh1-off respiration: inactive; Autophagy mod: inactive; Insulin prom up: -0.09; PMI inhibitors: -4.0%; Dynein cargo inh: 0.257; bCat nuc transl: 3.2; MT stabilizer: 2.8; PMI inhibition: 12.1%; WT yeast gro inh mutant strain: -12.9; Dynein cargo inh cytoplasmic EGFP: -0.212; Dynein cargo inh nuclear GR-EGFP: 0.208; Dynein cargo inh cell count: 0.442; Insulin prom up cell count: 1126; bCat nuc transl cell count 5 µM: 1063; MT stabilizer Hoechst-high %: 1.0; MT stabilizer cytotoxicity %: 2.0; Autophagy mod cell loss 18 h: 17.9

How did CCc1ccc(NC(=O)c2cc(-c3cccs3)on2)cc1 do in these assays?
WT yeast gro inh: 19.1; Yfh1-off respiration: inactive; Autophagy mod: inactive; Insulin prom up: 0.39; PMI inhibitors: -11.5%; Dynein cargo inh: -0.0289; bCat nuc transl: -2.6; MT stabilizer: 1.4; PMI inhibition: -7.6%; WT yeast gro inh mutant strain: 10.0; Dynein cargo inh cytoplasmic EGFP: -0.265; Dynein cargo inh nuclear GR-EGFP: 0.811; Dynein cargo inh cell count: -1.21; Insulin prom up cell count: 1314; bCat nuc transl cell count 5 µM: 1166; MT stabilizer Hoechst-high %: 2.3; MT stabilizer cytotoxicity %: 1.6; Autophagy mod cell loss 18 h: 6.9

What do the screens show for `CCOC(=O)c1nn(-c2ccc([N+](=O)[O-])cc2)cc1O`?
Yfh1-off respiration: inactive; Insulin prom up: -0.23; Dynein cargo inh: -0.363; bCat nuc transl: -0.3; Dynein cargo inh cytoplasmic EGFP: -0.239; Dynein cargo inh nuclear GR-EGFP: -0.198; Dynein cargo inh cell count: 0.802; Insulin prom up cell count: 1164; bCat nuc transl cell count 5 µM: 1291

What do the screens show for `O=C(NCCN1CCOCC1)N1CCOCC1`?
WT yeast gro inh: -5.7; Yfh1-off respiration: inactive; Autophagy mod: inactive; Insulin prom up: -1.1; PMI inhibitors: 8.4%; Dynein cargo inh: 0.158; bCat nuc transl: 1.1; MT stabilizer: 5.0; PMI inhibition: 0.9%; WT yeast gro inh mutant strain: 4.7; Dynein cargo inh cytoplasmic EGFP: -0.195; Dynein cargo inh nuclear GR-EGFP: 0.37; Dynein cargo inh cell count: -0.512; Insulin prom up cell count: 870; bCat nuc transl cell count 5 µM: 1030; MT stabilizer Hoechst-high %: 2.4; MT stabilizer cytotoxicity %: 8.5; Autophagy mod cell loss 18 h: -5.2

How did Cc1ccc(-c2ccc(C3C(C#N)=C(N)Oc4n[nH]c(C)c43)o2)cc1 (stereo unspecified) do in these assays?
WT yeast gro inh: 6.9; Yfh1-off respiration: inactive; Autophagy mod: inactive; Insulin prom up: 1.3; PMI inhibitors: -6.0%; Dynein cargo inh: 0.99; bCat nuc transl: 0.4; MT stabilizer: 6.0; PMI inhibition: 22.2%; WT yeast gro inh mutant strain: 0.2; Dynein cargo inh cytoplasmic EGFP: 0.207; Dynein cargo inh nuclear GR-EGFP: 0.438; Dynein cargo inh cell count: -1.22; Insulin prom up cell count: 1336; bCat nuc transl cell count 5 µM: 1322; MT stabilizer Hoechst-high %: 3.3; MT stabilizer cytotoxicity %: 8.7; Autophagy mod cell loss 18 h: -4.2

How did CCCNC(=O)c1ccccc1NC(=O)c1ccccc1N(C)S(C)(=O)=O do in these assays?
WT yeast gro inh: 3.4; Yfh1-off respiration: inactive; Autophagy mod: inactive; PMI inhibitors: -6.1%; Dynein cargo inh: -0.13; bCat nuc transl: 1.3; MT stabilizer: 4.3; PMI inhibition: -5.5%; WT yeast gro inh mutant strain: 11.8; Dynein cargo inh cytoplasmic EGFP: 0.0434; Dynein cargo inh nuclear GR-EGFP: 0.457; Dynein cargo inh cell count: -1.29; bCat nuc transl cell count 5 µM: 565; MT stabilizer Hoechst-high %: 2.5; MT stabilizer cytotoxicity %: 6.3; Autophagy mod cell loss 18 h: 24.7

How did Cc1ccc(OCc2nc(C#N)c(N3CCN(Cc4ccccc4)CC3)o2)cc1 do in these assays?
WT yeast gro inh: 36.4; Yfh1-off respiration: inactive; Autophagy mod: inactive; Insulin prom up: -0.6; PMI inhibitors: 12.2%; Dynein cargo inh: 0.112; bCat nuc transl: -0.7; MT stabilizer: 3.3; PMI inhibition: 9.1%; WT yeast gro inh mutant strain: 36.9; Dynein cargo inh cytoplasmic EGFP: -0.416; Dynein cargo inh nuclear GR-EGFP: 0.0608; Dynein cargo inh cell count: 0.603; Insulin prom up cell count: 1131; bCat nuc transl cell count 5 µM: 1072; MT stabilizer Hoechst-high %: 2.9; MT stabilizer cytotoxicity %: 8.1; Autophagy mod cell loss 18 h: 0.5

What do the screens show for `CCOc1ccccc1N1C(=O)c2cccnc2C1=O`?
WT yeast gro inh: 0.4; Yfh1-off respiration: inactive; Autophagy mod: inactive; Insulin prom up: 1.12; PMI inhibitors: 4.7%; Dynein cargo inh: -0.821; bCat nuc transl: 3.5; MT stabilizer: 3.0; PMI inhibition: 1.1%; WT yeast gro inh mutant strain: 3.9; Dynein cargo inh cytoplasmic EGFP: -0.295; Dynein cargo inh nuclear GR-EGFP: -0.432; Dynein cargo inh cell count: 0.805; Insulin prom up cell count: 883; bCat nuc transl cell count 5 µM: 1142; MT stabilizer Hoechst-high %: 3.3; MT stabilizer cytotoxicity %: 8.1; Autophagy mod cell loss 18 h: 2.2

How did C=CCSc1nc(C)c2cc(C)cc(C)c2n1 do in these assays?
WT yeast gro inh: 30.6; Yfh1-off respiration: inactive; Autophagy mod: inactive; Insulin prom up: 0.28; PMI inhibitors: 10.4%; Dynein cargo inh: -0.72; bCat nuc transl: 0.2; MT stabilizer: 2.6; PMI inhibition: 8.8%; WT yeast gro inh mutant strain: 32.3; Dynein cargo inh cytoplasmic EGFP: -0.0748; Dynein cargo inh nuclear GR-EGFP: -0.256; Dynein cargo inh cell count: 0.583; Insulin prom up cell count: 795; bCat nuc transl cell count 5 µM: 1176; MT stabilizer Hoechst-high %: 1.5; MT stabilizer cytotoxicity %: 5.5; Autophagy mod cell loss 18 h: -2.0

What do the screens show for `Cc1ccc(C(=O)OCC(=O)Nc2cc(F)ccc2F)cc1NC(=O)c1ccco1`?
WT yeast gro inh: 23.6; Yfh1-off respiration: inactive; Autophagy mod: inactive; Insulin prom up: -0.27; PMI inhibitors: -0.1%; Dynein cargo inh: 0.171; MT stabilizer: 1.4; PMI inhibition: -3.4%; WT yeast gro inh mutant strain: 17.2; Dynein cargo inh cytoplasmic EGFP: -0.181; Dynein cargo inh nuclear GR-EGFP: 0.25; Dynein cargo inh cell count: -0.194; Insulin prom up cell count: 932; MT stabilizer Hoechst-high %: 0.8; MT stabilizer cytotoxicity %: 3.2; Autophagy mod cell loss 18 h: 4.4

Results for COc1ccc(CCN2C(=O)CC(C(N)=O)SC2=Nc2ccc(F)cc2)cc1OC (stereo unspecified) ?
WT yeast gro inh: 4.5; Yfh1-off respiration: inactive; Autophagy mod: inactive; Insulin prom up: -1.19; PMI inhibitors: 7.2%; Dynein cargo inh: 0.831; bCat nuc transl: 0.3; MT stabilizer: 5.1; PMI inhibition: 4.4%; WT yeast gro inh mutant strain: 5.3; Dynein cargo inh cytoplasmic EGFP: -0.287; Dynein cargo inh nuclear GR-EGFP: 0.503; Dynein cargo inh cell count: 0.19; Insulin prom up cell count: 1521; bCat nuc transl cell count 5 µM: 1586; MT stabilizer Hoechst-high %: 2.3; MT stabilizer cytotoxicity %: 3.6; Autophagy mod cell loss 18 h: 8.0

Results for NS(=O)(=O)c1ccc(NC(=O)CN2CCCN(S(=O)(=O)c3ccc(F)cc3)CC2)cc1 ?
WT yeast gro inh: 2.4; Yfh1-off respiration: inactive; Autophagy mod: inactive; Insulin prom up: -0.46; PMI inhibitors: -19.5%; Dynein cargo inh: -0.249; bCat nuc transl: 0.4; MT stabilizer: 4.6; PMI inhibition: -13.2%; WT yeast gro inh mutant strain: 13.2; Dynein cargo inh cytoplasmic EGFP: -0.307; Dynein cargo inh nuclear GR-EGFP: 0.0763; Dynein cargo inh cell count: -0.0423; Insulin prom up cell count: 1275; bCat nuc transl cell count 5 µM: 1130; MT stabilizer Hoechst-high %: 2.3; MT stabilizer cytotoxicity %: 2.9; Autophagy mod cell loss 18 h: 22.0

What do the screens show for `CCOC(=O)C1=C(C)Nc2nnnn2C1c1cccc(OC)c1OC` (stereo unspecified)?
WT yeast gro inh: -19.7; Yfh1-off respiration: inactive; Autophagy mod: inactive; Dynein cargo inh: -0.282; MT stabilizer: 3.1; WT yeast gro inh mutant strain: -6.8; Dynein cargo inh cytoplasmic EGFP: 0.0762; Dynein cargo inh nuclear GR-EGFP: 0.0595; Dynein cargo inh cell count: 0.169; MT stabilizer Hoechst-high %: 1.9; MT stabilizer cytotoxicity %: 1.5; Autophagy mod cell loss 18 h: -2.4

Results for Cc1ccc(-c2cc(C(F)F)nc(NCC3CCCO3)n2)cc1 (stereo unspecified) ?
WT yeast gro inh: 8.5; Yfh1-off respiration: inactive; Autophagy mod: inactive; Insulin prom up: -1.76; PMI inhibitors: 16.0%; Dynein cargo inh: -0.094; bCat nuc transl: -0.1; MT stabilizer: 1.9; PMI inhibition: 17.4%; WT yeast gro inh mutant strain: 9.1; Dynein cargo inh cytoplasmic EGFP: -0.232; Dynein cargo inh nuclear GR-EGFP: 0.315; Dynein cargo inh cell count: 0.462; Insulin prom up cell count: 731; bCat nuc transl cell count 5 µM: 1095; MT stabilizer Hoechst-high %: 2.6; MT stabilizer cytotoxicity %: 21.5; Autophagy mod cell loss 18 h: -3.6
